High-throughput results deposited in PubChem by National Center for Advancing Translational Sciences (NCATS).
Akt phos inh – Akt phosphorylation inhibition. Neuro2A IGF-stimulated pAkt S473 HTRF, 20 min; active compounds read low. activity change, % for hits at 50 µM. actives 0.32% (n = 360,000); in the data active means activity change below about -80%; inconclusive means mostly about -51% to -80%; further: on the % scale 0 is the no-effect control and ±100 the full control effect
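Neuro2A cells (4,500/well, DMEM with 0.5% FBS) were treated with compound at a single 50 µM final concentration, stimulated with 6 nM IGF for 20 min at 37 °C, and lysed. Phospho-Akt Ser473 was read by HTRF as 665/615 ratio ×10^4.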
aSyn yeast inh – alpha-synuclein toxicity inhibition in yeast | Potency, µM (highest dose often 46.1 µM), for the others: at the top dose growth rescue (activation), hits mostly activators | Yeast expressing alpha-synuclein, growth rescue, BacTiter-Glo, 24 h | actives 0.14% (n = 370,000); further: potency means the concentration at half of the fitted maximal effect; % of control where 0% means no effect; nearly all actives have a fitted effect of over 65% in size
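Galactose-induced alpha-syn yeast (OD600=0.02, raffinose-pregrown) + pinned cpd, 24 hr, 30 deg C; growth by BacTiter-Glo luminescence. Growth restoration scores as activation.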
GLP1R inv ag – inverse agonists of human GLP-1 receptor | AID 624417 | Potency, µM (doses to about 38.3 µM), without a hit: at the highest dose activity change, negative = inhibition, actives largely listed as inhibitors | HEK293 GLP-1R CRE-luciferase, luminescence, 24 h; GLP-1R form is constitutively active | actives 1.6% (n = 410,000); further: potency means the concentration at half of the fitted maximal effect; on the % scale 0 is the no-effect control and ±100 the full control effect; nearly all actives have a fitted effect of over 55% in size
Target sequence (P43220 whole entry, looked up): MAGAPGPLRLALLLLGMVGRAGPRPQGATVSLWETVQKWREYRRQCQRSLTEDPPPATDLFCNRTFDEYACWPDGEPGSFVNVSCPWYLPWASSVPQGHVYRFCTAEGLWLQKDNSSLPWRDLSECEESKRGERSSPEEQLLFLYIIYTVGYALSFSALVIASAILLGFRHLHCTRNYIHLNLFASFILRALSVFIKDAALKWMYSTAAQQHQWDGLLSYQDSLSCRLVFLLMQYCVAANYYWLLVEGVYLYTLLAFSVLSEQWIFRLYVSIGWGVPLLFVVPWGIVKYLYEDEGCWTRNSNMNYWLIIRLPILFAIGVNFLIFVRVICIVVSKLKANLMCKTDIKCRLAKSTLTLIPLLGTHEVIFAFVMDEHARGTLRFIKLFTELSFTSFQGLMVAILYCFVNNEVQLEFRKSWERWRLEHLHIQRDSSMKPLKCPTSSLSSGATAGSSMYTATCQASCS
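Stable HEK293 clone (constitutively active GLP-1R + cAMP-response luciferase); 200 cells/uL plated, 12 h pre-culture, compound 24 hr, 37 deg C/5% CO2; detection reagent 12 min RT; luminescence.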
TDP43 rescue – inhibitors of TDP-43 toxicity in yeast. TDP-43 expressing yeast growth rescue, BacTiter-Glo, 24 h. Potency, µM (doses to about 46.1 µM), inactives show at the highest dose growth rescue (activation), hits mostly activators. actives 1.8% (n = 410,000). AID 652104; further: potency means the concentration at half of the fitted maximal effect; % of control where 0% means no effect; nearly all actives have a fitted effect of over 50% in size
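In this qHTS, compounds that restore growth of yeast expressing TDP-43 appear as activators. Cells (OD600=0.02, galactose medium, raffinose-pregrown) are incubated with compound 24 hr at 30 deg C and growth is quantified by BacTiter-Glo.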
FUS suppressor – suppressors of FUS proteinopathy in yeast | S. cerevisiae FUS-expressing, growth rescue, OD600, 24 h | Potency, µM (doses to about 76.6 µM), for the others: top-dose growth rescue (activation), actives largely listed as activators | actives 0.24% (n = 390,000) | AID 1347120;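 further: potency means the concentration at half of the fitted maximal effect; plate controls were DMSO vehicle for no effect and reference control for full effect; nearly all actives have a fitted effect of over 55% in size; some results filed as inactive show a strong effect at the top dose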
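Cultures pregrown in 2.5% raffinose medium are shifted to minimal medium containing 2% galactose to express toxic FUS. Compounds are tested at several concentrations. After 24hr at 30C, growth is quantified at 600 nm absorbance.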
MmCpn inh – inhibitors of Methanococcus maripaludis chaperonin (MmCpn); purified Mm-Cpn ATPase, ADP Transcreener TR-FRET; Potency, µM (series often up to 76.9 µM), for inactives: top-dose activity, negative = inhibition, usual class: inhibitors; actives 0.031% (n = 330,000); AID 504842; further: potency means the concentration at half of the fitted maximal effect; on the % scale 0 is the no-effect control and ±100 the full control effect; nearly all actives have a fitted effect of over 80% in size
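25 nM Mm-CPN + cpd, 10 min 37°C; + 10 uM ATP, 30 min 37°C; buffer 30 mM Tris pH 7.4, 100 mM KCl, 5 mM MgCl2, 1 mM DTT; Transcreener ADP HTRF detection 30 min RT.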
PTHR1 ag – activates the human parathyroid hormone receptor PTHR1; Potency, µM (series often up to 115 µM), without a hit: at the highest dose activation, most hits filed as activators; AID 743266; HEK293 GP2 PTHR1 cells, GloSensor cAMP luminescence, 1 h; actives 0.075% (n = 410,000); Q03431; further: potency means the concentration at half of the fitted maximal effect; nearly all actives have a fitted effect of over 55% in size; some results filed as inactive show a strong effect at the top dose; inactives centre near -15; many of its hits are not listed in these tables
Target sequence (Q03431 whole entry, looked up): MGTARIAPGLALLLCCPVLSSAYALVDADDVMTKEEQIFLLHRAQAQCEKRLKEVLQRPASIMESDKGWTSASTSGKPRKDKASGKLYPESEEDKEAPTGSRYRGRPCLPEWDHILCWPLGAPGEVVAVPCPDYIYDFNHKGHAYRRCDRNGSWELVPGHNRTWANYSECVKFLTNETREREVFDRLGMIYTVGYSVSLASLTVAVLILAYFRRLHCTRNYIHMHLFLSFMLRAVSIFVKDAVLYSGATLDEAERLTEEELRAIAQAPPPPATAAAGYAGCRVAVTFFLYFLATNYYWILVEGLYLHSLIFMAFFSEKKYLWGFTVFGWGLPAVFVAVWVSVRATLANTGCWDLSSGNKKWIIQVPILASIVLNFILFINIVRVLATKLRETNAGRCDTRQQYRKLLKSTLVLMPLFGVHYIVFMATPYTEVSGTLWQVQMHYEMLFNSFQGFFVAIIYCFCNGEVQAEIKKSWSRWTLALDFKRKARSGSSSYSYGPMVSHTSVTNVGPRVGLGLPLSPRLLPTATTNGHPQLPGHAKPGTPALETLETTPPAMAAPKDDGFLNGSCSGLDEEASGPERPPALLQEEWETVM
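HEK-293-derived GP2 cells expressing PTHR1 and a GloSensor cAMP reporter, 3,000/well, plated overnight, given luciferin plus IBMX (each 0.5 mM as added) for 1 h at 37 °C, then compound for 1 h at 37 °C. Luminescence was read after 15 min at room temperature.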
GLP1R cytotox – cytotoxic in the GLP-1 receptor inverse agonist counter-screen; HEK293 cAMP-luciferase reporter cells, luminescence, 24 h; AID 624418; actives 0.13% (n = 410,000); Potency, µM (doses to about 38.3 µM), for inactives: top-dose activity change, negative = inhibition, usual class: inhibitors;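 further: loss of luciferase light is scored as toxicity; potency means the concentration at half of the fitted maximal effect; on the % scale 0 is the no-effect control and ±100 the full control effect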
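Cells in DMEM/10% Nu serum/1% pen-strep, 1536-well format. Pre-incubated 12 h, dosed with 23 nL compound, incubated a further 24 h. Luciferase detection, 12 min at room temp, luminescence.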
Abeta rescue – restores growth of yeast expressing A-beta42 peptide | yeast expressing A-beta42, growth rescue, OD600, 48 h; response scale: 0% DMSO, 100% iron-clioquinol control | Potency, µM (top dose mostly 46.1 µM), for the others: top-dose growth rescue, usual class: activators | actives 0.063% (n = 410,000); further: potency means the concentration at half of the fitted maximal effect; nearly all actives have a fitted effect of over 55% in size
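Growth rescue measured by 600 nm absorbance after 48 h yeast culture at 30 C with compound. Values normalized between DMSO and an equimolar ferric chloride plus clioquinol control.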
* = called active by the depositor; i = inactive; ? = inconclusive; nt = not tested or not shown; [ ] = remark or other dose. Unless noted, the call rests on the fitted dose curve; in most records, active means well fitted curve in the direction sought with a large enough effect; inconclusive means small, poorly fitted or top-dose-only effect, or another doubt; inactive means no such curve, though single readings can be large; an effect the other way counts as inactive or inconclusive.

Codes – A = Akt phos inh; B = aSyn yeast inh; C = GLP1R inv ag; D = TDP43 rescue; E = FUS suppressor; F = MmCpn inh; G = PTHR1 ag; H = GLP1R cytotox; I = Abeta rescue
canonical_smiles: COc1ccc(OC(=O)N(C)C[C@H]2OCc3cnnn3CCCC(=O)N([C@H](C)CO)C[C@@H]2C)cc1
  A: i; B: 0.1%; C: 7.1%; D: ?; E: -17.9%; F: nt; G: -5.4%; H: -3.8%; I: 6.9%
canonical_smiles: C[C@]12CC[C@H](O)CC1=CCC1C2CC[C@@]2(C)C1C[C@@H](O)[C@@H]2O (stereo partly specified)
  A: i; B: 12.2%; C: 12.0%; D: -16.5%; E: -3.6%; F: -0.3%; G: i; H: 0.3%; I: 3.1%
canonical_smiles: Oc1ccc(Cl)cc1CN1CCN(Cc2ccccc2)CC1
  A: i; B: 0.9%; C: ?; D: 5.4%; E: 5.6%; F: -4.5%; G: -2.3%[57.5 µM]; H: -18.3%; I: 2.1%
canonical_smiles: CCOc1ccc(CN2CCN(C(=O)Cc3ccccc3)CC2)cc1
  A: i; B: 0.4%; C: -21.2%; D: -15.8%; E: -2.6%; F: -1.2%; G: -28.9%; H: 7.1%; I: -9.8%
canonical_smiles: O=C(CN1CCCCC1)c1ccc2c(c1)OCO2
  A: i; B: -0.6%; C: -10.8%; D: 12.9%; E: -24.5%; F: -1.3%; G: i; H: -6.9%; I: 3.2%
canonical_smiles: CCN1C(=O)NC(=O)C2(CCCC2)C1=O
  A: i; B: -0.4%; C: 18.7%; D: 0.0%; E: nt; F: nt; G: -15.4%; H: 1.6%; I: -7.8%
canonical_smiles: CC(=O)c1cc(C#N)c(N2CCN(C)CC2)nc1C
  A: i; B: -3.5%; C: 1.3%; D: 12.6%; E: 2.9%; F: -2.5%; G: i; H: 3.0%; I: -10.1%
canonical_smiles: CC(C)(C)c1ccc(OC(=O)N2CCCCC2)cc1
  A: i; B: 1.0%; C: -1.3%[7.66 µM]; D: 12.5%[9.22 µM]; E: 6.4%; F: 0.9%; G: -32.5%; H: -2.6%[7.66 µM]; I: 4.9%
canonical_smiles: CCC(C)(C)n1nnnc1C(c1cccs1)N1CC=C(c2ccc(F)cc2)CC1 (stereo unspecified)
  A: i; B: -19.1%; C: ?; D: -17.9%; E: 41.1%; F: -1.3%; G: 7.8%[57.5 µM]; H: -4.4%; I: -87.5%[inhibitor]
canonical_smiles: C=CCn1c(O)c(C(CC)=NCCCO)c(=O)[nH]c1=O
  A: ?; B: -3.3%; C: 12.4%; D: -7.4%; E: 9.5%; F: -0.7%; G: -24.8%[57.5 µM]; H: -3.3%; I: -15.3%
canonical_smiles: CC(=O)CCC(C)=O
  A: i; B: -1.9%; C: 8.1%; D: 9.9%; E: -36.2%; F: 1.9%; G: i; H: 4.8%; I: -26.5%
canonical_smiles: O=C1C(=O)c2cccc3cccc1c23
  A: i; B: -3.9%; C: -2.0%; D: 0.0%; E: nt; F: 0.9%; G: i; H: -23.4%; I: -30.7%[inhibitor]
canonical_smiles: CN1C(=O)NC(=O)/C(=C/c2ccc([N+](=O)[O-])s2)C1=O
  A: i; B: -5.8%; C: 1.2%; D: -6.5%[1.82 µM]; E: 30.8%; F: -6.1%; G: -20.5%; H: ?; I: -94.1%[inhibitor]
canonical_smiles: Cc1cc(OCC(=O)OC(C)C)c2c3c(c(=O)oc2c1)CCCC3
  A: nt; B: 4.5%; C: 16.9%; D: 6.5%; E: -19.1%; F: -7.5%; G: -6.2%[57.5 µM]; H: 2.0%; I: 9.6%
canonical_smiles: CN(C)CC(C(=O)Cc1ccccc1)c1ccccc1 (stereo unspecified)
  A: i; B: 18.8%; C: 5.01µM*; D: ?; E: 47.7%; F: nt; G: -25.6%; H: ?; I: -55.6%[inhibitor]
canonical_smiles: Cc1ccc(F)cc1NC(=O)c1ccc(Cn2nc(N3CCN(c4ccccc4)CC3)ccc2=O)o1
  A: nt; B: nt; C: -26.9%; D: 25.1µM*; E: ?; F: nt; G: -37.1%[inhibitor]; H: -4.9%; I: -4.0%
canonical_smiles: Cc1cc2c(=Cc3ccc(N(C)C)cc3)c3ccccc3n2[n+]1C
  A: i; B: -36.0%[inhibitor]; C: ?; D: -1.5%; E: nt; F: nt; G: i; H: ?; I: -66.9%[inhibitor]
canonical_smiles: Cn1nc(C(F)(F)F)c(-c2ccccc2)c1N
  A: i; B: -0.9%; C: 16.8%; D: -9.9%; E: 6.9%; F: ?; G: i; H: -7.0%; I: -7.1%
canonical_smiles: CCCCn1c(=O)c(C(=O)Nc2ccccc2Cl)c(O)c2ccccc21
  A: i; B: -8.8%; C: 11.1%; D: -10.7%; E: -9.6%; F: -0.2%; G: 14.4%; H: -8.2%; I: -3.4%
canonical_smiles: COC(=O)C1=C(c2ccc(OC(F)(F)F)cc2)C[C@@H]2CC[C@H]1N2C(=O)NC1CC1
  A: i; B: 0.0%; C: 8.6%; D: 13.1%; E: 32.1%; F: -0.1%; G: -18.6%; H: 10.3%; I: 3.1%
canonical_smiles: Cc1ccc2[nH]c(C)c(CCNCc3cccnc3)c2c1
  A: nt; B: 2.6%; C: -28.2%; D: 11.2%; E: -8.9%; F: 0.6%; G: i; H: 3.5%; I: -9.0%
canonical_smiles: CCn1ccnc1CN1CCCC(C(=O)c2cccc(C(F)(F)F)c2)C1 (stereo unspecified)
  A: i; B: 0.5%; C: ?; D: -23.7%[9.22 µM]; E: 10.4%; F: 1.1%; G: -9.7%; H: ?; I: 5.3%
canonical_smiles: NCCCCCC(=O)OC1N=C(c2ccccc2Cl)c2cc(Br)ccc2NC1=O (stereo unspecified)
  A: i; B: -2.7%; C: -28.3%; D: 13.1%; E: -18.2%; F: 0.7%; G: ?; H: 8.3%; I: 0.9%
canonical_smiles: CCc1ccc(C(=O)COC(=O)c2cc([N+](=O)[O-])ccc2NCCO)cc1
  A: i; B: 3.3%; C: ?; D: ?; E: 35.1%; F: -0.3%; G: -25.0%; H: ?; I: -19.9%
canonical_smiles: COc1ccc2c(c1)C(NC(C)=O)CCc1cc(OC)c(OC)c(OC)c1-2 (stereo unspecified)
  A: i; B: 2.9%; C: -25.5%; D: 15.2%; E: nt; F: nt; G: -4.5%; H: 9.7%; I: 7.6%
canonical_smiles: COc1ccc(CC(C)NC2CCCCCC2)cc1 (stereo unspecified)
  A: i; B: -1.6%; C: -13.8%; D: -18.7%; E: -22.3%; F: 3.6%; G: i; H: -5.4%; I: -1.7%
canonical_smiles: O=C1NC(=O)C(=Cc2cccs2)C(=O)N1
  A: i; B: 0.5%; C: 4.1%; D: 0.8%; E: -4.0%; F: nt; G: -19.3%; H: -17.6%; I: 10.5%

Results in PTHR1 ag, for some of the entries so far:
molecule | PTHR1 ag
O=C(CN1CCCCC1)c1ccc2c(c1)OCO2 | i
CCN1C(=O)NC(=O)C2(CCCC2)C1=O | -15.4%

An excerpt from above in order of length of the SMILES, smallest number first:
Codes – A = Akt phos inh; B = aSyn yeast inh; C = GLP1R inv ag; D = TDP43 rescue; E = FUS suppressor; F = MmCpn inh; G = PTHR1 ag; H = GLP1R cytotox; I = Abeta rescue
canonical_smiles: CN(C)CC(C(=O)Cc1ccccc1)c1ccccc1 (stereo unspecified)
  A: i; B: 18.8%; C: 5.01µM*; D: ?; E: 47.7%; F: nt; G: -25.6%; H: ?; I: -55.6%[inhibitor]
canonical_smiles: Oc1ccc(Cl)cc1CN1CCN(Cc2ccccc2)CC1
  A: i; B: 0.9%; C: ?; D: 5.4%; E: 5.6%; F: -4.5%; G: -2.3%[57.5 µM]; H: -18.3%; I: 2.1%
canonical_smiles: COC(=O)C1=C(c2ccc(OC(F)(F)F)cc2)C[C@@H]2CC[C@H]1N2C(=O)NC1CC1
  A: i; B: 0.0%; C: 8.6%; D: 13.1%; E: 32.1%; F: -0.1%; G: -18.6%; H: 10.3%; I: 3.1%

Three entries from above, with two lines to a compound:
Fields – Akt phos inh	aSyn yeast inh	GLP1R inv ag	TDP43 rescue	FUS suppressor	MmCpn inh	PTHR1 ag	GLP1R cytotox	Abeta rescue
NCCCCCC(=O)OC1N=C(c2ccccc2Cl)c2cc(Br)ccc2NC1=O (stereo unspecified)
→ i	-2.7%	-28.3%	13.1%	-18.2%	0.7%	?	8.3%	0.9%
CCOc1ccc(CN2CCN(C(=O)Cc3ccccc3)CC2)cc1
→ i	0.4%	-21.2%	-15.8%	-2.6%	-1.2%	-28.9%	7.1%	-9.8%
O=C(CN1CCCCC1)c1ccc2c(c1)OCO2
→ i	-0.6%	-10.8%	12.9%	-24.5%	-1.3%	i	-6.9%	3.2%

These rows are one share of the data, so the mix of outcomes need not match the whole.
